CRFR2-BP ag: CRF-BP/CRF-R2 complex agonism; HEK293 CRF-R2/CRF-BP, calcium dye fluorescence (FLIPR); percent of saturating CRF peptide response; activation, % at 13.2 µM; actives 0.46% (n = 350,000);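 active = activation of at least 50%, plus an integration ratio under a set limit after plate pattern correction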;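 note: plate controls were neutral control wells without compound for no effect and CRF at EC100 for full effect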
HCV NS3 hel inh: HCV NS3 helicase inhibition. NS3 helicase DNA unwinding, Cy5 molecular beacon fluorescence. inhibition, % at 10.9 µM. actives 0.56% (n = 290,000). AID 1800;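 active = inhibition above the mean of all tested compounds plus 3 SD, set per campaign, cut at about 35% in these data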;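 note: 0% = DMSO wells and 100% = thioflavine S control wells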
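Compound dosing – single dose, 10.9 µM nominal final, DMSO 0.8% final · System – NS3 helicase fragment of HCV · Buffer or medium – MOPS pH 6.5, MgCl2, DTT, Tween20, BSA · Signal – Cy5 beacon fluorescence read at start and 1 h · Also added – annealed dual-labelled DNA beacon duplex, ATP-started · Schedule – 1 h at 25 °C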
GalR3 antagonist: human GalR3 antagonism; O60755; HEK293 GalR3-CNG cAMP membrane potential fluorescence; galR3 body fused to GalR1 C-terminus; inhibition, % at 3 µM; actives 0.44% (n = 360,000); AID 651719;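 active = inhibition above the screen-wide average plus 3 SD, cut at about 13% in these data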;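 note: forskolin and galanin both at EC90 stimulate the cells; cAMP rise reported by CNG channel membrane potential dye signal; 0% = forskolin plus galanin with DMSO and 100% = forskolin alone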
Target sequence (O60755 1-299 limits assumed): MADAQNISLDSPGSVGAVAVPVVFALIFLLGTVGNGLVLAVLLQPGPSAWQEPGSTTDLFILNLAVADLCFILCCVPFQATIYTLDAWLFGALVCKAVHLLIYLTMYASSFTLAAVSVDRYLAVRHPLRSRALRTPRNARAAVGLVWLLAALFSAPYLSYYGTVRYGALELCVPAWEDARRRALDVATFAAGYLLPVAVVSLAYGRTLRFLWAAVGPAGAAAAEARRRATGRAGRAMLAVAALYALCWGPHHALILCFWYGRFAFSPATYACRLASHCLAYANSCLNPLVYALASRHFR
SUMO HTRF inh: inhibitors of human SUMOylation (UBC9). inhibition, % at 35 µM. HTRF SUMOylation assay, SAE1/SAE2 + UBC9, in vitro. actives 0.36% (n = 290,000). AID 2006; in the data active = inhibition above about 50%, passing the limit was not always enough; note: strong numbers were not always called active
MEKK2 WT-MEK5: raises or lowers MEK5 binding to wildtype human MEKK2 PB1 domain; AID 1531; bead flow cytometry, Alexa488-MEK5 binding to MEKK2 WT; actives lie on both sides; actives 1.1% (n = 290,000); Q9Y2U5; binding response (% of control), % at 10 µM; in the data active = binding response below about 67% or above about 130%
MEKK2 mut-MEK5: signal of MEK5 binding to mutant human MEKK2 PB1 domain | bead flow cytometry, Alexa488-MEK5 binding to MEKK2 mutant | actives 0.35% (n = 290,000) | percent response, % at 10 µM; in the data active = percent response above about 24%, passing the limit was not always enough; note: inactives centre near 1; some results filed as inactive read as strong as hits
DNA FID counter: counter-screen for HCV NS3 helicase inhibitors: DNA intercalator displacement | DNA fluorescent intercalator displacement, fluorescence | inhibition, % at 7.9 µM | actives 0.17% (n = 290,000) | AID 1845; in the data active = inhibition above about 37%;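 note: 0% = vehicle and 100% = reference compound; higher means more ethidium bromide displaced from hairpin DNA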
CRFBP-R2 block: antagonists of CRF-binding protein/CRF-R2 receptor complex. HEK293 CRF-R2/CRF-BP, CRF-induced calcium fluorescence. actives 0.59% (n = 350,000). inhibition, % at 11.8 µM;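 active = inhibition of the ligand-induced calcium signal above about 50% at the single tested concentration, limit read from the data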
MEKK3 PB1 HTS: MEKK3-MEK5 PB1 interaction, increase or decrease; Q99759; bead-based flow cytometry, Alexa488-MEK5 binding to MEKK3; actives lie on both sides; 0 = blocked by unlabeled MEK5, 100 = vehicle; binding response (% of control), % at 10 µM; actives 1.4% (n = 290,000); AID 1529;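 active = binding response more than 3 SD above or below the average of its plate-row segment, actives on both sides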;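 note: Alexa488 bead fluorescence after subtracting the streptavidin-only scavenger bead signal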
Target sequence (Q99759 whole entry, looked up): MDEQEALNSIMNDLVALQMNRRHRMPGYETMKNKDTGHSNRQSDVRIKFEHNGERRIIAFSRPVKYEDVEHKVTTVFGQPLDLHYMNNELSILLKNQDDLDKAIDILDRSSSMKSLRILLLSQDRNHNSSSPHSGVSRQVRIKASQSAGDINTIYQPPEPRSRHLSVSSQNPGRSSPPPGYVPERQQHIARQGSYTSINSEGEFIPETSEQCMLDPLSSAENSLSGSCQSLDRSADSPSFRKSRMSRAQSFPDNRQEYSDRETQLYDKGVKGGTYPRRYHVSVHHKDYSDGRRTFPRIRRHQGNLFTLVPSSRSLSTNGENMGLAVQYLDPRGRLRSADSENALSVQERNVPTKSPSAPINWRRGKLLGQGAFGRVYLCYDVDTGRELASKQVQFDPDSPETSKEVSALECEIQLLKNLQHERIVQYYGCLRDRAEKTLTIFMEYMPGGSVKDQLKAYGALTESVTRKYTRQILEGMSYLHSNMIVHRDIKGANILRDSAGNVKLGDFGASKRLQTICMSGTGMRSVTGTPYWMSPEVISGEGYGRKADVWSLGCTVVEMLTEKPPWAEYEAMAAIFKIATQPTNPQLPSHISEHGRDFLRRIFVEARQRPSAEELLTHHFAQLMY
* marks the source's active call; other numbers are inactive results; · = no result given. The list is partial, so the mix of outcomes need not match the whole.

Sample of the layout, 10 compounds:
nr	canonical_smiles	CRFR2-BP ag	SUMO HTRF inh	MEKK2 mut-MEK5	MEKK2 WT-MEK5	CRFBP-R2 block	GalR3 antagonist	DNA FID counter	MEKK3 PB1 HTS	HCV NS3 hel inh
1	CC(=O)Oc1ccc(C(=O)Nc2ccc3c(c2)C(=O)N(CCC(=O)O)C3=O)cc1	-0.3	23	1	106	3	-5	-5	101	10
2	O=C(C1CCCC1)N1CCCC(Nc2ccccc2)C1 (centres undefined)	-1.2	-6	5	99	0	-3	-5	100	9
3	COc1ccc(Cc2nnc(Cl)c3ccccc23)cc1OC	0.7	18	1	100	23	-7	-16	98	26
4	Cc1nc2ccccn2c1P(=Nc1ccccc1)(N(C)C)N(C)C	-3.7	4	1	90	4	-4	-3	92	4
5	COc1cc(NC(=O)c2ccnn2C)c(OC)cc1Cl	-0.8	19	4	110	2	1	-3	107	-7
6	O=C1CCCC2=C1C(c1ccncc1)Nc1ccccc1N2 (centres undefined)	2.3	14	10	109	-11	5	-2	104	0
7	OC(CNCC1(N2CCCCC2)CCCCC1)COc1ccc(Cl)cc1Cl (centres undefined)	1.1	11	-2	116	-11	-3	17	106	-23
8	COCCNC(=O)CCCn1c(=O)c2cc(OC)c(OC)cc2n(CC(=O)c2ccccc2)c1=O	-2.0	5	-1	105	6	1	-34	107	8
9	CNC(=O)c1cc(NC(=O)CCn2nc(-c3ccccc3)c3ccccc3c2=O)ccc1OC	-2.2	11	-5	98	-6	1	-37	92	2
10	Cc1cc(Cl)ccc1NNC(=O)CCc1ccccc1	0.6	8	22	104	-1	0	-14	104	21

The list itself (from the top)
nr	canonical_smiles	CRFR2-BP ag	SUMO HTRF inh	MEKK2 mut-MEK5	MEKK2 WT-MEK5	CRFBP-R2 block	GalR3 antagonist	DNA FID counter	MEKK3 PB1 HTS	HCV NS3 hel inh
1	CC(=O)Oc1ccc(C(=O)Nc2ccc3c(c2)C(=O)N(CCC(=O)O)C3=O)cc1	-0.3	23	1	106	3	-5	-5	101	10
2	O=C(C1CCCC1)N1CCCC(Nc2ccccc2)C1 (centres undefined)	-1.2	-6	5	99	0	-3	-5	100	9
3	COc1ccc(Cc2nnc(Cl)c3ccccc23)cc1OC	0.7	18	1	100	23	-7	-16	98	26
4	Cc1nc2ccccn2c1P(=Nc1ccccc1)(N(C)C)N(C)C	-3.7	4	1	90	4	-4	-3	92	4
5	COc1cc(NC(=O)c2ccnn2C)c(OC)cc1Cl	-0.8	19	4	110	2	1	-3	107	-7
6	O=C1CCCC2=C1C(c1ccncc1)Nc1ccccc1N2 (centres undefined)	2.3	14	10	109	-11	5	-2	104	0
7	OC(CNCC1(N2CCCCC2)CCCCC1)COc1ccc(Cl)cc1Cl (centres undefined)	1.1	11	-2	116	-11	-3	17	106	-23
8	COCCNC(=O)CCCn1c(=O)c2cc(OC)c(OC)cc2n(CC(=O)c2ccccc2)c1=O	-2.0	5	-1	105	6	1	-34	107	8
9	CNC(=O)c1cc(NC(=O)CCn2nc(-c3ccccc3)c3ccccc3c2=O)ccc1OC	-2.2	11	-5	98	-6	1	-37	92	2
10	Cc1cc(Cl)ccc1NNC(=O)CCc1ccccc1	0.6	8	22	104	-1	0	-14	104	21
11	Cc1cc(-c2ccc(S(=O)(=O)N(C)c3ccc(C)c(C)c3)s2)on1	5.4	-1	2	98	7	-11	-18	100	-31
12	CC(=O)Nc1ccc(N2C(=O)CSC2c2cccc(Br)c2)cc1 (centres undefined)	-0.7	2	14	106	-33	-13	-33	107	12
13	O=C(CSCCO)Nc1ccc([N+](=O)[O-])cc1	-1.1	2	0	97	10	-4	0	98	-5
14	CN(CC(=O)Nc1c(Cl)cccc1Cl)C(=O)CCCN1C(=O)c2ccccc2C1=O	-2.0	21	1	99	-3	-1	-13	95	-6
15	Cc1ccc(CNC(=O)CCc2nc(-c3cccs3)no2)cc1	-1.4	27	3	108	-1	3	-12	108	-8
16	CCC[C@@H]1CCCO[C@@](C(=O)NCc2ccccn2)(C(F)(F)F)C1	0.3	·	-6	86	-6	-3	·	85	·
17	O=C(OCC(=O)N1CCc2ccccc21)c1c2c(nc3ccccc13)CCCC2	0.2	-32	6	91	-16	-6	-13	101	-10
18	Cc1ccc(NC(=O)C2CC(=O)n3c(nc4ccccc43)N2)cc1C (centres undefined)	0.9	47	1	98	3	-7	-6	97	-9
19	Cc1nc2c(Cl)cccc2[nH]1	-0.5	3	10	108	4	-6	3	106	6
20	C/C(=N/NC(=O)CNC(=O)CCc1ccccc1)c1ccc(Cl)c(Cl)c1	0.3	6	-12	97	-13	-2	-18	92	-13
21	CCc1ccccc1NC(=S)N1CCN(c2cccc(OC)c2)CC1	0.6	5	4	106	-4	-10	-13	105	32
22	Cc1ccc2c(c1)n([O-])c1c([n+]2=O)CCCC1	-0.4	-1	-3	103	-8	5	-1	98	1
23	CCOc1ccc(N2CC(C(=O)N3CCN(C(=O)c4ccco4)CC3)CC2=O)cc1 (centres undefined)	-0.1	15	-3	103	39	-8	-19	100	8
24	CCOC(=O)CNc1ccc(OC(F)(F)F)cc1	-1.9	1	-3	99	0	-2	0	99	0
25	Cc1nonc1N1CCN(Cc2cn[nH]c2-c2ccc3c(c2)OCO3)CC1	1.8	-4	-4	97	-3	-4	-9	98	9
26	CCOCCCNC(=O)c1c(N)n(-c2ccc(S(N)(=O)=O)cc2)c2nc3ccccc3nc12	-0.4	1	7	101	-2	-5	-6	104	-6
27	COCCSc1nnc(NC(=O)CCS(=O)(=O)Cc2ccccc2)s1	0.0	6	8	106	4	1	-25	101	10
28	Cc1nnc2ccc(-c3cccc(NC(=O)Cc4cccs4)c3)nn12	-1.5	27	-1	99	1	-3	-18	104	2
29	COc1ccccc1CN(C)C(=O)C1(c2ccc(Cl)cc2)CC1	-0.3	-14	14	117	16	-12	-29	101	6
30	CCOC(=O)CC(=O)CSCC(=O)Nc1ccc(C)cc1	1.5	8	3	100	-4	3	-13	101	-1
31	COc1ccc(C(=O)Nc2ccc(S(=O)(=O)Nc3cc(C)nc(C)n3)cc2)cc1	1.3	9	-6	96	-2	0	-7	95	-8
32	CCOC(=O)C1(Cc2ccc(OC)cc2)CCN(C(=O)C2=CCCC2)CC1	-0.4	-9	0	97	-26	-3	-47	104	-4
33	Nc1ccccc1N=c1ssnc1Cl	-0.2	6	-12	78	-11	-5	2	88	-8
34	CCC(CO)Nc1nc(CN2CCCCC2)nc2scc(-c3ccccc3)c12 (centres undefined)	1.6	-10	23	114	-35	-6	6	103	-4
35	CCNC(=O)COC(=O)CCC(=O)c1ccc(F)cc1	-2.4	12	-2	98	-23	-6	-2	98	-3
36	CC12CCC(C(=O)N3CCCCC3)([C@H](Br)C1=O)C2(C)C (some centres undefined)	-1.0	28	4	111	5	-2	-4	94	-7
37	COc1ccc(C2CCCN2C(=S)Nc2ccc(C)cc2Cl)cc1OC (centres undefined)	-0.8	1	0	104	-1	-6	-23	103	2
38	CCCCC(=O)N/N=C/c1ccc(N2CCOCC2)c([N+](=O)[O-])c1	-2.6	3	-1	96	-5	14*	-10	97	3
39	COc1cc(/C=N/NC(=O)CCN2CCN(Cc3ccccc3)CC2)cc(OC)c1OC	-3.3	7	-1	99	18	-4	17	99	-8
40	C/C(CC(=O)NCc1ccco1)=N\NC(=O)COc1ccc(Cl)cc1Cl	2.6	18	-6	95	-1	-5	-14	92	0
41	NC(=S)Nc1nccc(-c2cccs2)n1	0.6	8	-4	97	2	2	-2	97	-12
42	CCN(CC)c1ccc(/C=N/NC(=O)c2ccoc2C)cc1	1.0	8	1	98	-12	0	-8	102	1
43	CCN(CC)CCCNC(=O)CSc1nc2c(c(C(F)(F)F)n1)CCc1ccccc1-2	0.9	1	8	109	-5	-9	17	105	-12
44	CSc1nsc(SCc2ccc(F)cc2)n1	-0.9	10	5	103	18	0	0	103	-16
45	COc1ccccc1CNC(=O)c1cc(-c2ccccc2)nn1CC1CC(c2cccnc2)=NO1 (centres undefined)	0.9	·	-1	97	0	-2	·	100	·
46	Cc1ccc(S(=O)(=O)c2nc(S(C)(=O)=O)sc2N2CCCCCC2)cc1	-2.0	4	-2	89	-26	-7	-38	99	-14
47	O=C(O)c1cccc(S(=O)(=O)N2CCN(Cc3ccc4c(c3)OCO4)CC2)c1	-0.1	-17	-3	99	-3	-4	-21	101	3
48	COCCNC(=S)N(Cc1cc2cc(C)ccc2n2nnnc12)C1CCCC1	0.6	-76	-26	75	-3	3	-3	76	13
49	Cc1ccc(CNC(=O)/C=C/C(=O)O)cc1	1.0	3	-1	97	-2	1	2	101	-2
50	Cn1ncc(C#N)c1/N=C/N1CCCCC1	-0.7	-7	-2	97	2	-3	2	99	2
51	Cn1c(C(=O)NC2CCCCCC2)cc2c(=O)n(C)c3ccccc3c21	-0.7	-9	3	99	-4	-2	-10	101	-3
52	CC1CCC(C(C)C)C(=O)/C1=C\c1ccc(NC(=O)CCC(=O)O)cc1 (centres undefined)	-0.7	-11	4	104	17	-2	-34	100	-6
53	CCC1CCCCN1CC(C)(C)NS(=O)(=O)c1ccccc1 (centres undefined)	-0.4	2	0	96	3	-4	9	101	6
54	O=C(Cn1nnc(-c2ccncc2)n1)N(C1CCCCC1)C1CCCCC1	0.9	-5	8	109	-39	0	-7	108	7
55	COc1ccc(S(=O)(=O)N2CCCC(C(=O)N3CCN(c4ccccc4)CC3)C2)cc1Cl (centres undefined)	0.5	2	5	103	3	1	-39	101	-26
56	Cc1cc(C)n(CCCN2C(=O)c3cccc4cccc(c34)C2=O)n1	0.3	14	1	100	0	-6	-33	101	2
57	Cc1ccc(C(C(=O)NC2CCCC2)N(Cc2ccc3c(c2)OCO3)C(=O)c2snc(C(N)=O)c2N)cc1 (centres undefined)	-0.5	10	2	103	13	-7	-21	108	-7
58	CC(=O)SC1CC2=CC(=O)CCC2(C)C2CCC3(C)C(CCC34CCC(=O)O4)C12 (centres undefined)	1.0	10	-9	86	-16	1	-34	96	5
59	CC(=O)N(Cc1ccco1)C1(C(=O)NC2CCCC2)CCCCC1	0.1	10	-1	98	22	-4	-9	95	-3
60	COc1cc(/C=C2\N=C(c3ccccc3)OC2=O)ccc1OC(C)=O	0.3	3	-1	100	-8	-8	-24	101	12
61	CC(C)N(C=O)C1(C(=O)NC2CCCCC2)CCCCC1	-0.1	1	3	100	-1	1	4	101	-7
62	O=C(Nc1ncccn1)c1ccc(Cl)c([N+](=O)[O-])c1	-3.4	4	5	98	-1	-9	0	100	9

Pulled by structure from the entries so far, 2 records:
nr	canonical_smiles	CRFR2-BP ag	SUMO HTRF inh	MEKK2 mut-MEK5	MEKK2 WT-MEK5	CRFBP-R2 block	GalR3 antagonist	DNA FID counter	MEKK3 PB1 HTS	HCV NS3 hel inh
59	CC(=O)N(Cc1ccco1)C1(C(=O)NC2CCCC2)CCCCC1	0.1	10	-1	98	22	-4	-9	95	-3
62	O=C(Nc1ncccn1)c1ccc(Cl)c([N+](=O)[O-])c1	-3.4	4	5	98	-1	-9	0	100	9

Screening results as filed in PubChem BioAssay.
